Screens (PubChem)
KAT2A inh: GCN5L2 (KAT2A) acetyltransferase inhibition; Q92830; GCN5L2 HAT assay, ThioGlo1 CoA-SH fluorescence; Potency, µM (series often up to 58.9 µM), without a hit: at the highest dose activity change, negative = inhibition, usual class: inhibitors; 390,000 tested, 0.21% active; AID 504327
Target sequence (Q92830 whole entry, looked up): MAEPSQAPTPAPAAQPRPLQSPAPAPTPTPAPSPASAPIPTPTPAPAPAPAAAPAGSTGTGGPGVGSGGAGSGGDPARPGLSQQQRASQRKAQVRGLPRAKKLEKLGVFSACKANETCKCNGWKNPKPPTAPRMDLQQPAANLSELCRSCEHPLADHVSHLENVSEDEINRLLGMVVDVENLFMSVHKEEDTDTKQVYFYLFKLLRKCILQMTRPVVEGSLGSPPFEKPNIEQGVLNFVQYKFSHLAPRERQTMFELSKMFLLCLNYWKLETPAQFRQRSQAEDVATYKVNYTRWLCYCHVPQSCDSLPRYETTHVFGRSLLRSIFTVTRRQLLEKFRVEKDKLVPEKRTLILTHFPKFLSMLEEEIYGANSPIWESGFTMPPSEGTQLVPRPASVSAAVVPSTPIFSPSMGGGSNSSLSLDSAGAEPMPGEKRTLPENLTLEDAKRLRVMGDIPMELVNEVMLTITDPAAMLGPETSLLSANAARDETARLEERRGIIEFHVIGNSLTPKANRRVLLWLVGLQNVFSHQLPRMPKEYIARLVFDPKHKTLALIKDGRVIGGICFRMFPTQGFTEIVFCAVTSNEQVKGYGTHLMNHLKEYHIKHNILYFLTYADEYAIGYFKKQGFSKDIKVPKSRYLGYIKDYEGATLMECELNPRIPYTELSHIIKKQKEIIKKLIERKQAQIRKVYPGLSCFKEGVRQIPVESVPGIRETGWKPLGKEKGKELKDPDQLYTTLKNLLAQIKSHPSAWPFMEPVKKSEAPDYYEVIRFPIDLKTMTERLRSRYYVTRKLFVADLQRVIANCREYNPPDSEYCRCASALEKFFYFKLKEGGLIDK
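Preincubate 20nM GCN5L2 with compound 15 min, RT → add 50uM ThioGlo1 + 75uM H3(1-25) + 70uM acetyl-CoA → read fluorescence 0 and 20 min. Primary qHTS; fluorescent artifacts likely.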
TDP1 cell CPT: DT40-hTDP1 cell growth loss with CPT | chicken DT40 Tdp1-/-;hTDP1 cells + 20 nM CPT, ATP luminescence, 48 h | Potency, µM (top dose mostly 46.2 µM), inactives show top-dose activity change, negative = growth inhibition, hits mostly inhibitors | 420,000 tested, 12% active; note: nearly all actives have a fitted effect of over 55% in size
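Chicken DT40 Tdp1-/- cells complemented with human TDP1, 400 cells/well, exposed to compounds plus 20 nM camptothecin for at least 48 h at 37 C; viability read as ATP content by CellTiter-Glo luminescence.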
DT40 TDP1 no CPT: qHTS for Inhibitors of human tyrosyl-DNA phosphodiesterase 1 (TDP1): qHTS in cells in absence of CPT; DT40 Tdp1-/- hTDP1 cells, no CPT, ATP luminescence, 48 h; Potency, µM (titrated, usually from 46.2 µM), for inactives: at the top dose activity change, negative = growth inhibition, actives largely listed as inhibitors; 420,000 tested, 15% active; note: nearly all actives have a fitted effect of over 55% in size
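DT40 Tdp1-/-;hTDP1 cells, no CPT (DMSO vehicle only), 400 cells/well; compounds pin-transferred; ≥48 hr, 37 °C; CellTiter-Glo 30 min RT dark, luminescence read.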
* hit, by the source's call; ? = inconclusive; nt = no result given; & = joins results of further samples; [ ] = another dose, or the depositor's remark. Calls come from the whole dose curve; as a rule, active = well fitted curve in the direction sought with a large enough effect; inconclusive = small, poorly fitted or top-dose-only effect, or another doubt; inactive = no such curve, though single readings can be large; an effect the other way counts as inactive or inconclusive. % is set by controls: 0 for no effect and ±100 for the full control effect; potency is the fitted concentration of half-maximal effect.

Sequence of screens – KAT2A inh, TDP1 cell CPT, DT40 TDP1 no CPT
1: Cc1ccccc1CNC(=O)c1csc([C@H]2C[C@H](O)[C@@H](CO)O2)n1
 : nt, 5%, -4%
2: CCOC(=O)N1CCC(=NNC(=O)COc2cccc(C)c2)CC1
 : -3%, -12%, -14%
3: COc1ccccc1CNc1ncnc2c1cnn2-c1ccccc1
 : -9%, -8%, ?
4: CCOC(=O)[C@]12CCCC=C1N(CCc1ccc(OC)c(OC)c1)C(=O)[C@H](CC(=O)NCCc1ccccc1OC)C2
 : nt, 13µM*, 16µM*
5: Cc1cc(C)nc(SCC(=O)c2ccc(O)c(O)c2)n1
 : 47%[activator], ?, ?
6: O=C(NCc1cccnc1)c1ccccc1NS(=O)(=O)c1ccc(Br)cc1
 : -4%, -25%, -29%
7: Cc1noc(C)c1COc1ccc(C(=O)N2CCC(C(N)=O)CC2)cc1
 : -2%, 15%, 25%
8: O=C(c1cc2cc(Cl)ccc2[nH]1)N1CCN(c2ccccn2)CC1
 : -15%, -5%, -18%
9: CC(O)C(=O)NCCOCCOCCNC(=O)C(C)O (stereo not given)
 : 1%, 4%, -2%
10: CCOC(=O)CSc1nn(-c2ccccc2)c(=S)s1
 : -3%, -5%, -8%
11: CCC(=O)Nc1cccc(C2=NOC3(C2)C[C@@H](C(N)=O)N(C(=O)CC)C3)c1 (stereo not given in full)
 : -13%, -1%, -2%
12: Cc1ccccc1CN1C(=O)C(O)(CC(=O)c2ccccc2)c2cc(Cl)ccc21 (stereo not given)
 : -9%, -102%, ?
13: CCOc1ccccc1NC(=O)CCNS(=O)(=O)c1cccc2nsnc12
 : -1%, 3%, -5%
14: O=c1[nH]c(N2CCOCC2)cc2ccccc12
 : nt, -15%, 1%
15: Cc1ccc(S(=O)(=O)N2CCCCC2)cc1NC(=O)C1CC1
 : -15%, -7%, -5%
16: CCN1C[C@@H]2[C@@H]3C(=O)N(Cc4ccccc4)C(=O)[C@@H]3[C@](C)(C1=O)N2C(=O)c1ccc(Br)cc1
 : nt, -17%, -11%
17: COC(=O)c1ccc(Oc2nc(Nc3ccc(F)cc3)nc(N3CCCC3)n2)cc1
 : -2%, ?, ?
18: CC1=[N+](C)c2ccc3ccccc3c2C1(C)C
 : 1%, 2.6µM*, 2.3µM*
19: Cc1onc(-c2ccccc2)c1C(=O)Nc1ccc(S(=O)(=O)NC2=NCCCCC2)cc1
 : -2%, -20%, -7%
20: CCN(CC)CCCNC(=O)c1ccc2c(Cl)c3c(nc2c1)CCCC3
 : -4%&-1%, 26µM*, 16µM*
21: O=C1NC2(CCCCC2)N=C1c1ccccc1
 : 6%, 2%, 1%
22: CCCC(=O)N1c2ccccc2[C@@H](N(C(C)=O)c2ccccc2)C[C@H]1C
 : -7%, ?, ?
23: C#CCOC(=O)CCCNc1ccc([N+](=O)[O-])cc1[N+](=O)[O-]
 : -12%, 2%, -6%
24: CCCCNC(=S)NNC(=O)c1csc(C)c1
 : -9%, ?, ?
25: COc1ccc(CN2CC(C(=O)N3CCOCC3)CC2=O)cc1 (stereo not given)
 : -8%, 1%, -2%
26: COc1ccc(C(CNC(=O)c2c(C)nn(Cc3ccccc3)c2Cl)N2CCOCC2)cc1 (stereo not given)
 : -3%, ?, ?
27: CCOc1ccc(OCC(=O)OCc2csc(CC(=O)Nc3ccccc3C)n2)cc1
 : 0%, 15%, -21%
28: O=[N+]([O-])c1ccc(COc2ccc(CN3CCCCC3)cc2)cc1
 : nt, ?, ?
29: C[C@H](CO)N1C[C@H](C)[C@H](CN(C)S(=O)(=O)c2cccc(F)c2)OCc2ccccc2-c2c(n(C)c3ccccc23)C1=O
 : nt, 10µM*, 16µM*
30: Cc1cnc(C)cn1
 : nt, -26%, -2%

Ordered by number of heavy atoms (lowest first): some entries from above
Sequence of screens – KAT2A inh, TDP1 cell CPT, DT40 TDP1 no CPT
30: Cc1cnc(C)cn1
 : nt, -26%, -2%
13: CCOc1ccccc1NC(=O)CCNS(=O)(=O)c1cccc2nsnc12
 : -1%, 3%, -5%
19: Cc1onc(-c2ccccc2)c1C(=O)Nc1ccc(S(=O)(=O)NC2=NCCCCC2)cc1
 : -2%, -20%, -7%

New compounds follow:
Sequence of screens – KAT2A inh, TDP1 cell CPT, DT40 TDP1 no CPT
31: O=C(NC1CCCCC1)C(c1ccccc1)N(Cc1ccco1)C(=O)Cn1cnc2ccccc21 (stereo not given)
 : -4%, 23µM*, 23µM*
32: CCCCNS(=O)(=O)c1cccc(S(=O)(=O)N2CCCC2)c1
 : 1%, 13%, -9%
33: Cc1c(C)n(C(=O)CN2CCN(c3ccccn3)CC2)c2ccccc12
 : -3%, ?, 12µM*
34: COc1ccccc1-c1nnn(C/C(N)=N/O)n1
 : -2%, -8%, -5%
35: CC(=O)N=c1sc2nc3ccccc3nc2n1N(C(C)=O)C(C)=O
 : -4%, -29%, -12%
36: O=C(NN=C1CCN(Cc2ccccc2)CC1)C(O)c1ccccc1 (stereo not given)
 : 0%, 1%, -27%
37: COc1ccc(S(=O)(=O)N2CCCCC2)cc1NS(=O)(=O)c1ccccc1F
 : -8%, 10%, -7%
38: Cc1ccc(S(=O)(=O)N2CCC(C(=O)NCCCOC(C)C)CC2)cc1
 : ?, -6%, -16%
39: CCOC(=O)C1CCCN(S(=O)(=O)c2ccc3[nH]c(=O)oc3c2)C1 (stereo not given)
 : -4%, -27%, ?
40: CC(C)OC(=O)Cn1cnc2ccc(Br)cc2c1=O
 : -4%, 0%, -3%
41: CCc1nnc2c(NCCc3ccc(OC)c(OC)c3)nc3ccccc3n12
 : 2%&-6%, ?, 16µM*
42: COC(=O)c1cccc(NC(=O)NC(=O)c2ccccc2Cl)c1
 : -2%, -5%, -13%
43: COc1ccc(-c2csc(N3CCN(Cc4ccc5c(c4)OCO5)CC3)n2)cc1
 : -2%, -5%, ?
44: Cc1ccc(-c2cc(C(=O)Oc3ccccc3)c3cc(C)ccc3n2)cc1
 : 0%, 7%, -8%
45: CCC1(C)Cc2c(C#N)c(N)n(-c3ccccc3)c(=S)c2CO1 (stereo not given)
 : 1%, 8%, -7%
46: CN(CC(=O)NCCc1ccc(F)cc1)Cc1ccccc1
 : -1%, 2%, ?
47: Oc1c(Br)cc(Br)cc1C=Nc1cccc2ncccc12
 : nt, ?, ?
48: Cc1ccccc1CC(=O)N1CCN(S(=O)(=O)c2cccs2)CC1
 : 4%, -5%, -4%
49: Nc1ccc(Oc2ncccn2)c(Cl)c1
 : 1%, 8%, 23%
50: CCCNC(=O)c1ccccc1NS(=O)(=O)c1ccc(OC)c(OC)c1
 : -2%, 2%, 2%
51: CCc1nc2ccc(C(=O)Nc3ccc4c(c3)OCC(=O)N4)cn2c1N(CC)Cc1cccc(Br)c1
 : nt, 18µM*, -78%
52: Cc1ccc(Nc2sc(C(=O)c3ccccc3)c(N)c2S(=O)(=O)c2ccccc2)c(C)c1
 : -16%, ?, 15µM*
53: Cc1ccc(S(=O)(=O)N2CCOCC2)cc1C(=O)NC(C)CCc1ccccc1 (stereo not given)
 : -1%, -12%, ?
54: Cc1ccc(-c2nc(SCC(=O)N(C)c3c(N)n(Cc4ccccc4)c(=O)[nH]c3=O)n[nH]2)cc1
 : -3%, -3%, 9%
55: CCOc1ccc(NC(=O)c2cc(C)nc3c2c(C)nn3-c2cccc(F)c2)cc1
 : -5%, 2%, ?
56: CCC(CC)c1nnc(NC(=O)c2cccc(S(=O)(=O)N3CCOCC3)c2)s1
 : 0%, ?, -27%
57: CCO[C@@H]1OC(C(N)=O)=C[C@H](C2CC2)[C@H]1CCCO
 : nt, -3%, 7%
58: COc1ccccc1N1CCN(C(=O)c2ccc3[nH]c4c(c3c2)CCCC4)CC1
 : 26%, ?, ?
59: Cc1nn2cc(-c3ccc(N)cc3)nc2s1
 : -2%, 12%, -13%
60: COC(=O)C(Cc1ccccc1)NC(=O)c1cccc(S(=O)(=O)N(C)C)c1 (stereo not given)
 : -1%, -1%, -5%

An excerpt from above, limited to DT40 TDP1 no CPT:
entry	Molecule	DT40 TDP1 no CPT
48	Cc1ccccc1CC(=O)N1CCN(S(=O)(=O)c2cccs2)CC1	-4%
49	Nc1ccc(Oc2ncccn2)c(Cl)c1	23%
50	CCCNC(=O)c1ccccc1NS(=O)(=O)c1ccc(OC)c(OC)c1	2%
51	CCc1nc2ccc(C(=O)Nc3ccc4c(c3)OCC(=O)N4)cn2c1N(CC)Cc1cccc(Br)c1	-78%
52	Cc1ccc(Nc2sc(C(=O)c3ccccc3)c(N)c2S(=O)(=O)c2ccccc2)c(C)c1	15µM*

Along the list, as entered above:
DT40 TDP1 no CPT, entries 6 to 12, in order: -29%, 25%, -18%, -2%, -8%, -2%, ?

Of the compounds above, these contain bromine:
Sequence of screens – KAT2A inh, TDP1 cell CPT, DT40 TDP1 no CPT
6: O=C(NCc1cccnc1)c1ccccc1NS(=O)(=O)c1ccc(Br)cc1
 : -4%, -25%, -29%
16: CCN1C[C@@H]2[C@@H]3C(=O)N(Cc4ccccc4)C(=O)[C@@H]3[C@](C)(C1=O)N2C(=O)c1ccc(Br)cc1
 : nt, -17%, -11%
40: CC(C)OC(=O)Cn1cnc2ccc(Br)cc2c1=O
 : -4%, 0%, -3%
47: Oc1c(Br)cc(Br)cc1C=Nc1cccc2ncccc12
 : nt, ?, ?
51: CCc1nc2ccc(C(=O)Nc3ccc4c(c3)OCC(=O)N4)cn2c1N(CC)Cc1cccc(Br)c1
 : nt, 18µM*, -78%

Continued:
Sequence of screens – KAT2A inh, TDP1 cell CPT, DT40 TDP1 no CPT
61: Cc1nc2cc(C(F)(F)F)ccc2n1CCNc1nc(-c2ccc(F)cc2)cs1
 : -10%, ?, ?
62: O=C1NC[C@H](CCCCN2C[C@H](Cc3ccccc3)N(CCc3ccc(O)cc3)C(=O)C2=O)N(CCc2ccccc2)C1=O
 : nt, 9%, -16%
63: CC(C)C(c1nnnn1C1CCCC1)N1CCN(c2ccccc2F)CC1 (stereo not given)
 : -9%, ?, 18µM*
64: CCOC(=O)CSc1nnc(-c2ccc([N+](=O)[O-])cc2)o1
 : ?, 0%, -10%
65: CCC(=O)NC(Nc1cc(C)cc(C)n1)(C(F)(F)F)C(F)(F)F
 : 1%, 1%, -12%
66: CC(=O)Oc1ccc(-c2ccc(C(=O)Nc3cccc(S(=O)(=O)N4CCOCC4)c3)cc2)cc1
 : -15%, 23µM*, 16µM*
67: c1ccc(COC2CCCN(Cc3nc(-c4cccs4)no3)C2)nc1 (stereo not given)
 : -5%, 12%, -15%
68: O=C(NC(Cc1ccccc1)C(=O)O)/C(=C/c1ccco1)NC(=O)c1cccc([N+](=O)[O-])c1 (stereo not given)
 : -10%, -1%, 0%
69: Cc1ccsc1-c1cc2nc(NCCCN(C)C)n(C)c(=O)c2s1
 : nt, 23µM*, 23µM*
70: COc1ccc(OCc2nnc(SCC(=O)c3ccccc3)o2)cc1
 : 5%, 0%, -18%
71: CC(C)(C)NC(=O)c1cccc(NC(=O)Cc2ccc(Br)cc2)c1
 : -4%, ?, ?
72: COc1cc2c(cc1OC)-c1cc(OCc3ccccc3Cl)nc(=O)n1CC2
 : -6%, ?, ?
73: Clc1ccccc1-c1nnc2sc(-c3ccccn3)nn12
 : -4%, ?, ?
74: Cc1ccc(S(=O)(=O)N2[C@@H](Cc3ccccc3)CO[C@H]2CC(=O)c2ccc(F)cc2)cc1
 : nt, 23µM*, ?
75: O=C(COC(=O)c1ccc(O)cc1)NCCc1c[nH]c2ccccc12
 : -7%, ?, ?
76: COC(=O)c1ccccc1NC(=O)C1CCN(c2ncnc3c2nc2n3CCCCC2)CC1
 : -9%, 21µM*, 16µM*
77: CSC(=Nc1ccccc1)C1=C(O)COC1=O
 : 3%, -7%, -24%
78: C=CCn1c(COc2ccccc2)nc2ccccc21
 : 1%, ?, 23µM*

Rows were taken by chance. About 18% of those tested had a hit in this group.
